GPR7 antag = antagonists of human GPR7 (neuropeptides B/W receptor 1) | 290,000 tested, 1.1% active | inhibition, % at 4.4 µM | P48145 | GPR7-expressing cells, fluorescence antagonist assay; in the data active = inhibition above about 16%, passing the limit was not always enough;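 also: cells stimulated with the agonist NPW; 0% = agonist with vehicle and 100% = vehicle without agonist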
PHOSPHO1 inh = PHOSPHO1 (human) inhibition | recombinant PHOSPHO1, absorbance phosphatase assay | 290,000 tested, 1.1% active | AID 1565 | inhibition, % at 13.3 µM; in the data active = inhibition above about 60%
OXTR agonist = agonists of human oxytocin receptor; P30559; CHO-OTR cells, Fluo-8 calcium fluorescence; normalized: DMSO 0%, oxytocin 100%; activation, % at 3 µM; 320,000 tested, 0.32% active; AID 2435;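 active = activation above the mean of all tested compounds plus 3 SD, cutoff set per screening run, cut at about 20% in these data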;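 also: peak over basal fluorescence ratio from a 100 s FLIPR kinetic read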
Target sequence (P30559 whole entry, looked up): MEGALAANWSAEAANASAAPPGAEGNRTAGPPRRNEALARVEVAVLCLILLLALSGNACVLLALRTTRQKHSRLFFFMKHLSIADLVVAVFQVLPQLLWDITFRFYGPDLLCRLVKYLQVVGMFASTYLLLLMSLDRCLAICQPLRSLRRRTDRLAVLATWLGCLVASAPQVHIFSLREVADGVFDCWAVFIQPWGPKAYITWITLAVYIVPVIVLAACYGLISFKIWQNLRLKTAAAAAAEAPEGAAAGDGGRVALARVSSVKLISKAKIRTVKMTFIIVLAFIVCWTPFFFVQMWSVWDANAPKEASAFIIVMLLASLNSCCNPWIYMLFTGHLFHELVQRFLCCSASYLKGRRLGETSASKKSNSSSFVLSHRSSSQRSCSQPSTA
VIM-2 inhibitor = inhibitors of Pseudomonas aeruginosa VIM-2 metallo-beta-lactamase. purified VIM-2, nitrocefin hydrolysis, epi-absorbance fluorescence. inhibition, % at 5.6 µM. 290,000 tested, 0.89% active. AID 1527;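 active = inhibition above the mean of all tested compounds plus 3 SD, cutoff set per screening run, cut at about 7.5% in these data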;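 also: red hydrolysis product quenches plate fluorescence so inhibitors raise well fluorescence; 0% = enzyme with DMSO and 100% = DMSO without enzyme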
DNA FID counter = displaces DNA intercalator in HCV helicase counter-screen | DNA fluorescent intercalator displacement, fluorescence | inhibition, % at 7.9 µM | 290,000 tested, 0.17% active | AID 1845; in the data active = inhibition above about 37%;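 also: 0% = vehicle and 100% = reference compound; higher means more ethidium bromide displaced from hairpin DNA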
IMP-1 inhibitor = inhibitors of Pseudomonas aeruginosa IMP-1 metallo-beta-lactamase; purified IMP-1, nitrocefin hydrolysis, epi-absorbance fluorescence; inhibition, % at 5.6 µM; 290,000 tested, 0.45% active;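 active = inhibition above the mean plus 3 SD of all compounds in the same screening run, cut at about 4.5% in these data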;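 also: 0% = IMP-1 with DMSO and 100% = DMSO wells lacking enzyme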
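System: Purified recombinant IMP-1 metallo-beta-lactamase enzyme | Measured by: Fluorescence quenching readout, ex 480/em 530 nm | Replication: Singlicate | Incubation: 15 min preincubation plus 25 min reaction at 25 °C | Evaluation: Percent inhibition from optical density relative to buffer-blank wells | Benchmarks: DMSO with and without IMP-1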
HCV NS3 hel inh = blocks Hepatitis C virus NS3 helicase unwinding; inhibition, % at 10.9 µM; NS3 helicase DNA unwinding, Cy5 molecular beacon fluorescence; 290,000 tested, 0.56% active;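 active = inhibition above the mean of all tested compounds plus 3 SD, set per campaign, cut at about 35% in these data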;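 also: 0% = DMSO wells and 100% = thioflavine S control wells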
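Assay system: hepatitis C virus NS3 helicase domain fragment enzyme. Also added: annealed dual-labelled DNA beacon duplex, ATP-started. Timing: 1 h reaction at 25 °C, ATP-initiated. Technique: Cy5 fluorescence at 0 and 60 min, beacon hairpin quenching. Evaluation: % inhibition of unwinding. Replication: one well per compound.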
V1R ag counter = activates human V1a receptor in oxytocin agonist counter-screen; AID 2797; P37288; 320,000 tested, 0.25% active; CHO-V1R cells, Fluo-8 calcium fluorescence, agonist mode; 0% DMSO, 100% 3 nM vasopressin; activation, % at 3 µM;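 active = activation above the mean activation of all tested compounds plus 3 SD, per screening run, cut at about 20% in these data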;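 also: signal is peak over basal fluorescence ratio across a 100 second FLIPR read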
Target sequence (P37288 whole entry, looked up): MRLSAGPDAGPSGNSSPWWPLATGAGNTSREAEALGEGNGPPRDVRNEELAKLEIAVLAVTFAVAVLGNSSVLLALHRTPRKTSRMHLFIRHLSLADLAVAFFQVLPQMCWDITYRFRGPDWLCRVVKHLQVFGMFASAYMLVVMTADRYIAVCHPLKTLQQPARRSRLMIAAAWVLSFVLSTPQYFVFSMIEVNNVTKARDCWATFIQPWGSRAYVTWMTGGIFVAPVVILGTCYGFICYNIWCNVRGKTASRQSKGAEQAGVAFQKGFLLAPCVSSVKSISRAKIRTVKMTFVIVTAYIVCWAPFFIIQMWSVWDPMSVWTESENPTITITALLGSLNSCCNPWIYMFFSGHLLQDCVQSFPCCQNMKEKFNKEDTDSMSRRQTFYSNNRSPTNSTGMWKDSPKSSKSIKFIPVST
GalR3 antag = antagonists of human GalR3. HEK293 GalR3-CNG cAMP membrane potential fluorescence; galR3 body fused to GalR1 C-terminus. inhibition, % at 3 µM. 360,000 tested, 0.44% active. AID 651719;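 active = inhibition above the screen-wide average plus 3 SD, cut at about 13% in these data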;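 also: forskolin and galanin both at EC90 stimulate the cells; cAMP rise reported by CNG channel membrane potential dye signal; 0% = forskolin plus galanin with DMSO and 100% = forskolin alone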
Target sequence (O60755 1-299 limits assumed): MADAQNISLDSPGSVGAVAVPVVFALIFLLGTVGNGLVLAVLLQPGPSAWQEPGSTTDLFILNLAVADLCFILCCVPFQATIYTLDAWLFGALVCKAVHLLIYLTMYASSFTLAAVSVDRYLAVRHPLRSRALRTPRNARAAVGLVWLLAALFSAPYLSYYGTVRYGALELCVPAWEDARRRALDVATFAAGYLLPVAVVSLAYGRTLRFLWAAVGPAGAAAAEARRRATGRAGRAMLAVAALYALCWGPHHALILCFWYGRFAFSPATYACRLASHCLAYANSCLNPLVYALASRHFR
Numbers without * were called inactive.

What do the screens show for `Cc1ccc(C(=O)CSc2nnc(-c3c[nH]c4ccccc34)o2)cc1`?
GPR7 antag: -1; PHOSPHO1 inh: 10; OXTR agonist: 1.9; VIM-2 inhibitor: 1.0; DNA FID counter: -2; IMP-1 inhibitor: -3.3; HCV NS3 hel inh: -6; V1R ag counter: 1.4; GalR3 antag: -8

Results for Cc1c(C)n(C)c2ccc(C(=O)NCCCN3CCCC3)cc12 ?
GPR7 antag: -22; PHOSPHO1 inh: 14; OXTR agonist: -0.8; VIM-2 inhibitor: -1.2; DNA FID counter: 1; IMP-1 inhibitor: -0.3; HCV NS3 hel inh: -13; V1R ag counter: -0.3; GalR3 antag: -3

Results for CCn1c(COc2ccc(C)cc2)nnc1SCc1ccc(C#N)cc1 ?
GPR7 antag: 8; PHOSPHO1 inh: 94*; OXTR agonist: -0.1; VIM-2 inhibitor: -1.1; DNA FID counter: -28; IMP-1 inhibitor: -1.5; HCV NS3 hel inh: -2; V1R ag counter: 3.2; GalR3 antag: -7

What do the screens show for `Cn1cc(Br)c(C(=O)NC2CCCCCC2)n1`?
GPR7 antag: -8; PHOSPHO1 inh: 31; VIM-2 inhibitor: -4.0; DNA FID counter: -7; IMP-1 inhibitor: -2.6; HCV NS3 hel inh: 10; GalR3 antag: -1

Results for Cn1c(C(=O)N2CCCC(C(=O)O)C2)cc2sccc21 (stereo unspecified) ?
GPR7 antag: 6; PHOSPHO1 inh: 5; OXTR agonist: 0.3; VIM-2 inhibitor: -1.0; DNA FID counter: -1; IMP-1 inhibitor: -0.1; HCV NS3 hel inh: 2; V1R ag counter: 0.7; GalR3 antag: 1

What do the screens show for `O=C(Oc1ccccc1C(=O)Nc1ccccc1)c1ccc(Br)c([N+](=O)[O-])c1`?
GPR7 antag: 5; PHOSPHO1 inh: -9; OXTR agonist: 2.3; VIM-2 inhibitor: 0.3; DNA FID counter: -2; IMP-1 inhibitor: -1.9; HCV NS3 hel inh: -1; V1R ag counter: 5.2; GalR3 antag: -3

What do the screens show for `Cc1oc(-c2ccccc2Cl)nc1CN1CCCCC1CO` (stereo unspecified)?
GPR7 antag: -1; PHOSPHO1 inh: 23; OXTR agonist: 0.3; VIM-2 inhibitor: 1.6; DNA FID counter: -1; IMP-1 inhibitor: -1.4; HCV NS3 hel inh: -1; V1R ag counter: -0.3; GalR3 antag: -1

What do the screens show for `CCc1nc2sc(C#N)c(N)c2c2c1CCCC2`?
GPR7 antag: -13; OXTR agonist: -1.2; VIM-2 inhibitor: -1.3; DNA FID counter: 1; IMP-1 inhibitor: -3.4; HCV NS3 hel inh: -5; V1R ag counter: -1.3; GalR3 antag: 42*

Results for NC(=O)c1cnn2c(C(F)(F)F)cc(-c3ccc(F)cc3)nc12 ?
GPR7 antag: -8; PHOSPHO1 inh: 18; OXTR agonist: -2.7; VIM-2 inhibitor: 16*; DNA FID counter: -6; IMP-1 inhibitor: 0.9; HCV NS3 hel inh: 1; V1R ag counter: -1.7; GalR3 antag: -4

What do the screens show for `Cc1c(NC(=O)CSc2nnc(C(C)Oc3ccc(Cl)cc3)n2-c2ccccc2)c(=O)n(-c2ccccc2)n1C` (stereo unspecified)?
GPR7 antag: -10; PHOSPHO1 inh: 36; OXTR agonist: -0.9; VIM-2 inhibitor: -3.8; DNA FID counter: -51; IMP-1 inhibitor: -1.1; HCV NS3 hel inh: -6; V1R ag counter: -0.6; GalR3 antag: -4

Results for Cc1cccc(Oc2ccc(N)cc2)c1 ?
GPR7 antag: -1; PHOSPHO1 inh: 5; OXTR agonist: -0.1; VIM-2 inhibitor: -1.1; DNA FID counter: -3; IMP-1 inhibitor: 3.3; HCV NS3 hel inh: -10; V1R ag counter: -0.8; GalR3 antag: -6

What do the screens show for `O=C(Nc1ccccc1Cl)c1cc(S(=O)(=O)N2CCOCC2)cs1`?
GPR7 antag: 0; PHOSPHO1 inh: -3; OXTR agonist: 1.4; VIM-2 inhibitor: -1.8; DNA FID counter: -3; IMP-1 inhibitor: -2.5; HCV NS3 hel inh: 2; V1R ag counter: -0.1; GalR3 antag: -6

Results for Cc1c(NC(=O)c2cc(-c3cccs3)nc3ccccc23)c(=O)n(-c2ccccc2)n1C ?
GPR7 antag: -14; PHOSPHO1 inh: -9; OXTR agonist: 0.1; VIM-2 inhibitor: -1.0; DNA FID counter: -12; IMP-1 inhibitor: -2.3; HCV NS3 hel inh: 8; V1R ag counter: 0.0; GalR3 antag: -4

How did O=C(CN1CCN(c2cccc(Cl)c2)CC1)Nc1ccc(S(=O)(=O)N2CCOCC2)cc1 do in these assays?
GPR7 antag: 3; PHOSPHO1 inh: 3; OXTR agonist: 10; VIM-2 inhibitor: -2.5; DNA FID counter: -12; IMP-1 inhibitor: -1.9; HCV NS3 hel inh: -23; V1R ag counter: 26*; GalR3 antag: -2

What do the screens show for `Cn1c(NCC2CCCO2)nc2c1c(=O)n(Cc1ccccc1)c(=O)n2C` (stereo unspecified)?
GPR7 antag: -6; PHOSPHO1 inh: 16; OXTR agonist: 0.8; VIM-2 inhibitor: -2.0; DNA FID counter: -16; IMP-1 inhibitor: -0.5; HCV NS3 hel inh: 1; V1R ag counter: 0.2; GalR3 antag: -5

What do the screens show for `COc1ccc(CC2(CO)CCN(S(=O)(=O)c3c(C)nn(C)c3Cl)CC2)cc1`?
GPR7 antag: -3; PHOSPHO1 inh: -7; OXTR agonist: 3.0; VIM-2 inhibitor: -4.1; DNA FID counter: -34; IMP-1 inhibitor: -2.4; HCV NS3 hel inh: 13; V1R ag counter: 4.0; GalR3 antag: 0

Results for CCC1CCCCN1C(=O)Cn1c(C(=O)OC)cc2sc(Cl)cc21 (stereo unspecified) ?
GPR7 antag: -10; PHOSPHO1 inh: -7; OXTR agonist: -1.7; VIM-2 inhibitor: -1.1; DNA FID counter: 0; IMP-1 inhibitor: -3.1; HCV NS3 hel inh: 0; V1R ag counter: -0.8; GalR3 antag: -3

What do the screens show for `CCC(Sc1nncn1C)C(=O)Nc1ccccc1OC` (stereo unspecified)?
GPR7 antag: -7; PHOSPHO1 inh: 2; OXTR agonist: 1.1; VIM-2 inhibitor: 1.1; DNA FID counter: -1; IMP-1 inhibitor: -0.3; HCV NS3 hel inh: 1; V1R ag counter: 0.3; GalR3 antag: -4

How did CCc1n[nH]c(=S)n1/N=C/c1cccc2ccccc12 do in these assays?
GPR7 antag: -3; PHOSPHO1 inh: -125; OXTR agonist: -2.5; VIM-2 inhibitor: 3.6; DNA FID counter: -18; IMP-1 inhibitor: -5.6; HCV NS3 hel inh: -12; V1R ag counter: 2.5; GalR3 antag: -6

What do the screens show for `O=C(CCCn1nnc2ccccc2c1=O)N[C@@H](Cc1ccccc1)C(=O)O`?
GPR7 antag: -19; PHOSPHO1 inh: -1; OXTR agonist: 0.3; VIM-2 inhibitor: -1.5; DNA FID counter: -35; IMP-1 inhibitor: -1.2; HCV NS3 hel inh: -6; V1R ag counter: -0.4; GalR3 antag: -3

How did O=C(Nc1cccc(NC(=O)c2ccco2)c1)c1ccc2c(c1)OCO2 do in these assays?
GPR7 antag: -14; PHOSPHO1 inh: -11; OXTR agonist: 1.1; VIM-2 inhibitor: -0.6; DNA FID counter: -6; IMP-1 inhibitor: -3.0; HCV NS3 hel inh: -6; V1R ag counter: 0.8; GalR3 antag: -1

What do the screens show for `O=C(O)CCC(=O)c1ccc2c(c1)OCCCO2`?
GPR7 antag: 7; PHOSPHO1 inh: 12; OXTR agonist: 0.8; VIM-2 inhibitor: -2.6; DNA FID counter: 6; IMP-1 inhibitor: -3.8; HCV NS3 hel inh: 1; V1R ag counter: 0.8; GalR3 antag: -6

What do the screens show for `O=C(O)CCSc1ccccn1`?
GPR7 antag: -9; PHOSPHO1 inh: -3; OXTR agonist: 0.8; VIM-2 inhibitor: -1.4; DNA FID counter: 2; IMP-1 inhibitor: -1.7; HCV NS3 hel inh: -1; V1R ag counter: 0.7; GalR3 antag: -2

What do the screens show for `NC(=S)Nc1ccccc1Br`?
GPR7 antag: -3; PHOSPHO1 inh: 17; OXTR agonist: -0.1; VIM-2 inhibitor: 0.4; DNA FID counter: -6; IMP-1 inhibitor: -0.5; HCV NS3 hel inh: 18; V1R ag counter: -0.5; GalR3 antag: -3

How did Cc1ccc(C(=O)OCC(=O)Nc2ccc3[nH]c(=O)[nH]c3c2)cc1[N+](=O)[O-] do in these assays?
GPR7 antag: -12; PHOSPHO1 inh: 20; OXTR agonist: 0.3; VIM-2 inhibitor: -0.2; DNA FID counter: 2; IMP-1 inhibitor: -1.9; HCV NS3 hel inh: -5; V1R ag counter: 0.1; GalR3 antag: -3

Results for COc1ccc(CNC(=O)CCN2C(=O)c3ccccc3C2=O)cc1OC ?
GPR7 antag: -3; PHOSPHO1 inh: 27; OXTR agonist: 0.3; VIM-2 inhibitor: -4.1; DNA FID counter: -7; IMP-1 inhibitor: -3.6; HCV NS3 hel inh: 5; V1R ag counter: 0.6; GalR3 antag: -10

What do the screens show for `O=C(NCc1ccco1)c1ccc(Cn2c(=O)c3sccc3n(Cc3ccc(F)cc3)c2=O)cc1`?
GPR7 antag: 10; PHOSPHO1 inh: 4; OXTR agonist: 1.9; VIM-2 inhibitor: -2.7; DNA FID counter: -25; IMP-1 inhibitor: -4.5; HCV NS3 hel inh: 0; V1R ag counter: 1.6; GalR3 antag: 1

Results for O=C(N/N=C/c1ccncc1)c1ccc(NS(=O)(=O)c2cccs2)cc1 ?
GPR7 antag: -14; PHOSPHO1 inh: -29; OXTR agonist: -0.5; VIM-2 inhibitor: -3.4; DNA FID counter: -6; IMP-1 inhibitor: -1.7; HCV NS3 hel inh: 1; V1R ag counter: -0.8; GalR3 antag: -6

What do the screens show for `CCOC(=O)N1CCC(N2C(=O)c3ccc(C(=O)Nc4ccc(F)cc4F)cc3C2=O)CC1`?
GPR7 antag: -5; PHOSPHO1 inh: 5; OXTR agonist: 1.4; VIM-2 inhibitor: -1.6; DNA FID counter: 1; IMP-1 inhibitor: -3.9; HCV NS3 hel inh: -11; V1R ag counter: 0.5

How did CN1CCNC(=O)C1CC(=O)NCC1(c2ccccc2)CCCCC1 (stereo unspecified) do in these assays?
GPR7 antag: -8; PHOSPHO1 inh: 44; OXTR agonist: -1.2; VIM-2 inhibitor: -4.3; DNA FID counter: -13; IMP-1 inhibitor: -1.6; HCV NS3 hel inh: -12; V1R ag counter: 0.1; GalR3 antag: -4

How did C=CCN(CC=C)C(=O)c1ccncc1 do in these assays?
GPR7 antag: -6; PHOSPHO1 inh: 16; OXTR agonist: -0.6; VIM-2 inhibitor: -4.0; DNA FID counter: -5; IMP-1 inhibitor: -1.7; HCV NS3 hel inh: 2; V1R ag counter: -0.4; GalR3 antag: 4

2 compounds drawn at random from those above:
How did CN1CCNC(=O)C1CC(=O)NCC1(c2ccccc2)CCCCC1 (stereo unspecified) do in these assays?
GPR7 antag: -8; PHOSPHO1 inh: 44; OXTR agonist: -1.2; VIM-2 inhibitor: -4.3; DNA FID counter: -13; IMP-1 inhibitor: -1.6; HCV NS3 hel inh: -12; V1R ag counter: 0.1; GalR3 antag: -4

What do the screens show for `NC(=S)Nc1ccccc1Br`?
GPR7 antag: -3; PHOSPHO1 inh: 17; OXTR agonist: -0.1; VIM-2 inhibitor: 0.4; DNA FID counter: -6; IMP-1 inhibitor: -0.5; HCV NS3 hel inh: 18; V1R ag counter: -0.5; GalR3 antag: -3

Source: PubChem (several laboratories)
